# IDE inh: cellular human IDE inhibition; P14735; HEK cells, FAbetaB cleavage, fluorescence polarization; inhibition, % at 5.59 µM; 320,000 compounds, 0.41% hits; AID 434962;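 active means percent inhibition above the average of all tested compounds plus 3 SD, set per screening campaign, cut at about 16% in these data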;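 further: IDE supplied by intact live HEK cells; FP after avidin binding of uncleaved biotin substrate so inhibition keeps polarization high; 0% = DMSO wells and 100% = 60 µM reference IDE inhibitor Ii1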
# p-CIP stab down: lowers stability of the mouse p/CIP coactivator protein; Q05BA5; decrease of EGFP signal, % at 10 µM; F442A p/CIP-EGFP cells, EGFP fluorescence, 16 h; 290,000 compounds, 0.01% hits;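 active means EGFP signal decrease of at least 30% at 10 µM or well 3 SD below plate mean, unless failing retest; inactive means the rest, including hits failing retest or dose response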; further: some compounds called inactive have numbers as strong as hits; many of its hits are not listed in these tables
# UBC9 SUMO inh: SUMOylation inhibition; P63279; HTRF SUMOylation assay, SAE1/SAE2 + UBC9, in vitro; inhibition, % at 35 µM; 290,000 compounds, 0.36% hits; in the data active means inhibition above about 50%, passing the limit was not always enough; further: strong numbers were not always called active
# Target sequence (P63279 whole entry, looked up): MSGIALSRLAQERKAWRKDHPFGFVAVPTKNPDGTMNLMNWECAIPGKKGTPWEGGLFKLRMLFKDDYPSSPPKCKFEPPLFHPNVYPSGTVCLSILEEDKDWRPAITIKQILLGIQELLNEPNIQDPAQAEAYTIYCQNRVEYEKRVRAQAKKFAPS
# NALP1 yeast inh: blocks the NALP1 inflammasome reconstituted in yeast | S. cerevisiae NALP1/ASC/caspase-1 growth, X-gal OD620, 72 h | inhibition, % at 10 µM | 280,000 compounds, 0.61% hits; in the data active means inhibition mostly above about 24%, no sharp cut-off; inactive means mostly below about 32%; further: some compounds called inactive have numbers as strong as hits
# IDE act: IDE (human) activation, cell-based. P14735. HEK cells, FAbeta-B cleavage, fluorescence polarization; 0% vehicle, 100% cell-free pure enzyme wells. activation, % at 5.96 µM. 340,000 compounds, 0.073% hits;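 active means activation above the mean of all tested compounds plus 3 SD, set per screening campaign, cut at about 17% in these data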
# MEKK2 WT-MEK5: raises or lowers MEK5 binding to wildtype human MEKK2 PB1 domain; Q9Y2U5; bead flow cytometry, Alexa488-MEK5 binding to MEKK2 WT; actives lie on both sides; binding response (% of control), % at 10 µM; 290,000 compounds, 1.1% hits; AID 1531; in the data active means binding response below about 67% or above about 130%
# PfM18AAP inh: blocks P. falciparum M18 aspartyl aminopeptidase | recombinant PfM18AAP, H-Glu-NHMec fluorogenic cleavage | inhibition, % at 7.35 µM | 290,000 compounds, 1.2% hits;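 active means inhibition above the campaign mean inhibition over all tested compounds plus 3 SD, cut at about 28% in these data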;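 further: 0% = plate median of test compound wells and 100% = 2 mM ZnCl2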
# MEKK3 PB1 HTS: modulators (inhibitors or enhancers) of MEK5 binding to human MEKK3 PB1 domain; Q99759; bead-based flow cytometry, Alexa488-MEK5 binding to MEKK3; actives lie on both sides; 0 = blocked by unlabeled MEK5, 100 = vehicle; binding response (% of control), % at 10 µM; 290,000 compounds, 1.4% hits;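 active means binding response more than 3 SD above or below the average of its plate-row segment, actives on both sides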;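 further: Alexa488 bead fluorescence after subtracting the streptavidin-only scavenger bead signal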
# Target sequence (Q99759 whole entry, looked up, the tested form may be a part): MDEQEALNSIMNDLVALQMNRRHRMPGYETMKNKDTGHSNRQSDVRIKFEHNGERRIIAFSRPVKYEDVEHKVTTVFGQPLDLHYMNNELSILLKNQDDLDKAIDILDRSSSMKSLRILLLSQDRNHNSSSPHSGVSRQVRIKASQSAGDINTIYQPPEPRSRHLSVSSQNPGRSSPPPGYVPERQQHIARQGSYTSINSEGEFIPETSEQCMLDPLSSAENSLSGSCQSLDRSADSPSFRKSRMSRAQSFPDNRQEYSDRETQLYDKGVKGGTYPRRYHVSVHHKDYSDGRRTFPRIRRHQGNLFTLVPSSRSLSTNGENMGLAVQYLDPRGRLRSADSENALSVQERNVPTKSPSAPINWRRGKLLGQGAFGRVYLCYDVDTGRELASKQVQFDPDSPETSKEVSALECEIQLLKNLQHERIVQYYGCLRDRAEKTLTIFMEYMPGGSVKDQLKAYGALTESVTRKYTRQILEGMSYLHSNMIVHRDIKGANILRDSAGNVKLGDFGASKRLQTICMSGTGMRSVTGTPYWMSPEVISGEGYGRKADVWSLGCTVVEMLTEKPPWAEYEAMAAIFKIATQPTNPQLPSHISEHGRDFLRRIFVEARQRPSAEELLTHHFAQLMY
# MEKK2mut PB1 HTS: signal of MEK5 binding to mutant human MEKK2 PB1 domain; bead flow cytometry, Alexa488-MEK5 binding to MEKK2 mutant; percent response, % at 10 µM; 290,000 compounds, 0.35% hits; in the data active means percent response above about 24%, passing the limit was not always enough; further: inactives centre near 1; some results filed as inactive read as strong as hits; reference of the scale not given here
# The depositor's hits bear a star; x = no result given.
SMILES,IDE inh,p-CIP stab down,UBC9 SUMO inh,NALP1 yeast inh,IDE act,MEKK2 WT-MEK5,PfM18AAP inh,MEKK3 PB1 HTS,MEKK2mut PB1 HTS
COCCn1nnnc1C(c1ccccc1OC)N1CCN(C(=O)c2ccco2)CC1 (stereo not given),4,-16,11,-6,2,100,5,96,3
COC(=O)c1ccc2c(=O)[nH]c(CSc3nc(-c4ccc(F)cc4)cs3)nc2c1,6,-11,-2,34,0,97,-2,99,0
COc1ccccc1OCC(=O)NCCSCc1ccccc1Cl,-1,-1,-3,51*,2,94,12,51,-2
CCN(CC)S(=O)(=O)c1cccc(NC(=O)COC(=O)/C=C/c2cccs2)c1,1,-5,-18,-16,-2,85,2,83,-18
O=C(CC(Nc1ccccc1)C(=O)O)c1ccccc1 (stereo not given),-5,-1,24,-11,-2,100,x,100,0
COc1ccc(OC)c(NC(=O)CCN2CCN(c3ccccc3)CC2)c1,-2,8,11,13,4,96,-5,99,2
C/C(=N/NC(=O)CNC(=O)c1cccnc1)c1ccc([N+](=O)[O-])cc1,6,-1,-13,7,-1,99,-5,96,-13
N#CC1(NC(=O)Cn2cc(C(F)(F)F)cc(Cl)c2=O)CCCCC1,-1,6,2,4,5,107,-6,102,5
O=c1cc(-c2ccccc2Cl)oc2ccc([N+](=O)[O-])c(O)c12,-2,2,0,43,3,97,-1,108,-2
Cc1cc(NC(=O)CCN2C(=O)c3ccccc3C2=O)no1,7,1,-4,3,-1,101,-2,101,3
CCn1ccnc1CN(C)C(=O)c1cc(COc2ccccc2SC)on1,2,-4,0,-4,4,104,0,102,2
CC(=O)Nc1nnc(SCC(=O)NCc2ccc3c(c2)OCO3)s1,-3,0,10,9,5,111,-4,105,5
c1cncc(Nc2c3ccccc3nc3ccccc23)c1,-1,-6,14,14,2,111,-1,107,9
C=CCC(C(=O)OC)(C(=O)OC)c1ccccc1[N+](=O)[O-],1,3,5,-8,6,106,5,105,6
O=C(CSc1nc2ccccc2c(=O)n1-c1ccccc1)NC(=O)CN1CCCC1=O,4,10,-11,-6,0,105,-15,113,-1
CS(=O)(=O)c1ccc2nc(NC(=O)Nc3ccc(Cl)cc3)sc2c1,5,-23,32,14,-2,115,-2,106,13
C=CCN1CCN(C(c2ccc(OC)c(OC)c2)c2nnnn2C(C)(C)C)CC1 (stereo not given),x,-3,-3,7,3,118,2,112,11
O=C(/C=C/c1cccs1)c1ccc([N+](=O)[O-])cc1,4,0,22,43*,7,86,15,88,-7
COc1ccc(NC(=O)COC(=O)C(CC(C)C)N2C(=O)C3CC=CCC3C2=O)cc1Cl (stereo not given),1,1,-3,28,1,103,0,103,-1
O=C(Cc1ccccc1)N/N=C/c1ccc(S(=O)(=O)O)o1,-1,-1,-5,x,-1,94,2,85,1
Cc1cc(C)n(-c2nnc(SCC(=O)NC3CCCC3)c3ccccc23)n1,1,-6,-29,-1,-2,99,1,100,-3
COc1ccccc1NS(=O)(=O)c1cccc(C(=O)N(C)Cc2cccs2)c1,-1,-16,25,11,4,97,-12,97,4
CCN(CC)C(=O)C(=O)N/N=C/c1ccc(Br)cc1,-2,-15,2,33,3,101,2,93,2
CCCCCn1nc(C)c2c(C)cc(=O)[nH]c21,5,-9,10,-5,2,107,-7,109,-2
C=C1CCN([C@@H](CC(C)C)C(=O)NCCC(C)C)S(=O)(=O)c2ccccc21,-4,x,x,x,1,104,x,103,5

# (next part)
SMILES,IDE inh,p-CIP stab down,UBC9 SUMO inh,NALP1 yeast inh,IDE act,MEKK2 WT-MEK5,PfM18AAP inh,MEKK3 PB1 HTS,MEKK2mut PB1 HTS
CCOC(=O)N1CCN(C2CC(=O)N(c3ccc(C)cc3)C2=O)CC1 (stereo not given),5,-5,-6,14,8,104,-10,103,5
COc1ccc(OCc2cc(C(=O)N3CCCCCCC3)no2)c(Cl)c1,1,-10,-25,7,2,98,3,99,-1
COc1ccccc1NS(=O)(=O)c1cccc(-n2c(O)c(C=Nc3ccccc3C(=O)O)c3ccccc3c2=O)c1,0,-10,21,1,-1,89,-2,82,-15
COc1ccc(Cl)cc1NC(=O)C1COc2ccccc2O1 (stereo not given),-1,9,3,5,7,95,-2,98,-4
CC1(C)Nc2ccccc2C(=O)N1NC(=O)c1ccccc1,0,-2,0,-9,-1,111,4,107,11
COc1ccccc1NCCC(=O)OCC(=O)NC1CC1,4,3,-18,15,-4,103,6,93,2
CCn1c(NC(=O)Nc2ccccc2OC)nc2ccccc21,-1,4,13,20,-6,99,-4,97,9
CC(C)(C)OC(=O)NCCCCCNC(=O)c1[nH]cnc1C(=O)N[C@@H](Cc1ccccc1)C(=O)OCc1ccccc1,8,-12,-39,-2,9,110,2,110,10
Cn1ncc2c(Nc3ccc(Cl)cc3)ncnc21,10,-2,-11,12,-2,97,0,96,-5
CCc1cccc(NC(=O)Cn2c(=O)c3cccn3c3ccccc32)c1,0,3,15,17,3,99,0,98,-1
O=C(O)c1cccc(COc2ccccc2Cl)c1,3,4,-6,7,1,95,x,94,3
COC(=O)CCC(=O)OC1(C)C(=O)C=C2C=C(C3CC3)N(CCc3ccccn3)C=C2C1=O (stereo not given),-6,-7,6,-11,2,85,x,82,-14
CC1(C)C2CC=C(/C=N/NC(=O)C(N)=O)C1C2 (stereo not given),-3,-1,7,30,3,84,-12,87,-22
O=C(c1sc2ccccc2c1Cl)N(Cc1cccs1)C1CCS(=O)(=O)C1 (stereo not given),3,-9,-8,16,5,106,6,105,2
O=C(CSc1ncnc2c1oc1ccccc12)NCC1CCCO1 (stereo not given),8,x,x,x,-1,96,0,99,1
COc1ccc(N2C(=O)c3ccccc3NC2c2ccc(OC)c(Cn3nnc4ccccc43)c2)cc1 (stereo not given),4,-14,7,23,3,96,3,115,0
O=c1ccc(Br)c[nH]1,-2,-3,-16,6,-2,100,-4,101,-2
N#Cc1c(C(F)(F)F)cc(-c2ccccc2)[nH]c1=O,-1,8,19,12,5,122,8,127*,4
CCCCNC(=O)CCCN1C(=O)c2cccnc2Sc2ccccc21,0,-2,18,2,-3,102,-20,103,2
Fc1ccc(-c2csc(Nc3ccccn3)n2)c(F)c1,5,-13,-21,8,-8,102,4,105,2
COP(=O)(OC)C(NC(=O)Nc1ccccc1)c1ccccc1 (stereo not given),-2,-4,1,-1,6,91,2,87,-24
CCOC(=O)c1sc(=S)n(CC)c1N,1,-10,11,14,5,105,1,105,12
O=C(O)CSc1c(-c2ccccc2)[nH]c2ccccc12,-1,-2,8,-2,2,98,1,115,-1
Cc1ccc(-c2nnn(CC(=O)N(c3ccccc3)C(C(=O)NC3CCCC3)c3ccncc3)n2)o1 (stereo not given),-6,-4,-2,14,5,94,1,92,-6
COc1ccc(Cc2nnc(SC)[nH]c2=O)cc1OC,8,12,9,2,4,108,0,107,3

# Additional structures
SMILES,IDE inh,p-CIP stab down,UBC9 SUMO inh,NALP1 yeast inh,IDE act,MEKK2 WT-MEK5,PfM18AAP inh,MEKK3 PB1 HTS,MEKK2mut PB1 HTS
COc1cc2c(cc1OC)-c1cc(NC3CCCC3)nc(=O)n1CC2,-6,-15,3,11,6,91,-5,88,-6
COc1ccc(CNC(=O)C2CC(c3ccccc3[N+](=O)[O-])=NO2)cc1 (stereo not given),5,-14,-10,-6,4,100,2,99,5
CCOC(=O)CN1C(=O)S/C(=C/c2ccc3c(c2)n(C)c(=O)n3C)C1=O,-2,-15,2,10,0,99,3,100,-1
CC(C)NC(=O)C1CCN(C2CCN(C(=O)c3ccc4cccc(F)c4n3)CC2)CC1,0,-7,24,14,8,101,-20,104,0
CC(NC(=O)c1ccc(CS(C)(=O)=O)cc1)c1ccc(-n2ccnc2)cc1 (stereo not given),1,-6,4,9,0,95,3,98,-3
O=C(O)c1cccc(-n2cccc2/C=C2\NC(=O)N(Cc3ccc(F)cc3)C2=O)c1,2,-17,18,3,2,99,7,105,-1
CN(Cc1nccn1C)C(=O)CC1C(=O)NCCN1Cc1cccc(Oc2ccccc2)c1 (stereo not given),2,-10,9,1,-2,121,7,106,12
Cc1nccn1CC(O)Cn1c2ccccc2c2ccccc21 (stereo not given),4,-6,13,23,-4,108,1,76,-5
C=CCn1c(SCC(=O)N(CC)C2CCS(=O)(=O)C2)nc2ccccc2c1=O (stereo not given),-3,-4,-14,x,0,101,-4,101,-4
CC(C)(C)c1nc2ccccc2c2nnc(SCC(=O)Nc3nc4ccccc4s3)n12,2,-159,-24,1,-1,x,0,x,x
CCc1ccc2c(c1)cc(C)c1nnc(SCC(=O)Nc3cc(OC)c(OC)cc3C(=O)O)n12,-6,-15,25,-7,9,93,-5,99,-4
CCOC(=O)C1=C(C)NC(C)=C(C(=O)OCC)C1C(=O)OCC(N)=O,6,-1,2,11,6,94,-16,99,-8

# Screening data: PubChem BioAssay, several laboratories

# An excerpt; the hit share may differ from the screen's.
